# M5 ag = CHRM5 agonism in calcium assay | CHO-K1 hM5 cells, Fluo-8 calcium fluorescence; 0% DMSO wells, 100% maximal acetylcholine response | activation, % at 3 µM | hit rate 0.19% among 360,000 | AID 624037;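 active means activation above the run's mean over test compounds plus 3 SD, cut at about 23% in these data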;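 further: signal is peak over basal fluorescence ratio across the kinetic read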
# Target sequence (P08912 whole entry, looked up): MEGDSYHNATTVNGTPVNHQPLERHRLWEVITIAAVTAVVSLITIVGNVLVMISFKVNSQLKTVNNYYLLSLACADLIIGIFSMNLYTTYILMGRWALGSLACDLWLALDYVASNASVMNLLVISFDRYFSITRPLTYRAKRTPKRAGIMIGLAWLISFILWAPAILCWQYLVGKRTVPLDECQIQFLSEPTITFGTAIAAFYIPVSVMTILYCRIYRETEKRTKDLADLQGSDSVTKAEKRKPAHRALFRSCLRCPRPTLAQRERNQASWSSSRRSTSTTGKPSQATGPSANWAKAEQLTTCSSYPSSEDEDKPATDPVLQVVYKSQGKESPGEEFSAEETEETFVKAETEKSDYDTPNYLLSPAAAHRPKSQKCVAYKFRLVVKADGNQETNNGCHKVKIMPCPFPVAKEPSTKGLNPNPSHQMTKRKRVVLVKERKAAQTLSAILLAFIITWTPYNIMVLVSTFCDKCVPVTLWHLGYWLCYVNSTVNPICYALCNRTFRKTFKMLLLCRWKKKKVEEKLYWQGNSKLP
# IDE cell inh = cellular human IDE inhibition; HEK cells, FAbetaB cleavage, fluorescence polarization; inhibition, % at 5.59 µM; AID 434962; hit rate 0.41% among 320,000;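 active means percent inhibition above the average of all tested compounds plus 3 SD, set per screening campaign, cut at about 16% in these data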;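 further: IDE supplied by intact live HEK cells; FP after avidin binding of uncleaved biotin substrate so inhibition keeps polarization high; 0% = DMSO wells and 100% = 60 µM reference IDE inhibitor Ii1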
# CRFBP-R2 agonist = agonists of human CRF-binding protein/CRF-R2 receptor complex; AID 588473; HEK293 CRF-R2/CRF-BP, calcium dye fluorescence (FLIPR); percent of saturating CRF peptide response; activation, % at 13.2 µM; hit rate 0.46% among 350,000;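 active means activation of at least 50%, plus an integration ratio under a set limit after plate pattern correction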;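 further: plate controls were neutral control wells without compound for no effect and CRF at EC100 for full effect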
# CHRM5 PAM = potentiates acetylcholine response at human M5 receptor | P08912 | CHO-K1 hM5, Fluo-8 calcium, ACh EC20 PAM; 0% = ACh EC20, 100% = ACh EC100 | activation, % at 3 µM | hit rate 0.3% among 360,000 | AID 624038;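 active means activation above the run cutoff, the mean activation of all test compounds plus 3 SD, cut at about 18% in these data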
#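 Probe or stimulus: acetylcholine, EC20 level; Assay system: human M5 receptor in CHO-K1 cells; Schedule: compound preincubation 140 s before EC20 acetylcholine addition; Technique: intracellular calcium via Fluo-8 fluorescence; Dosing: single-point, 3 µM nominal; Read-out basis: percent activation from peak-over-basal fluorescence ratio, scaled EC20-to-EC100 acetylcholine; Repeats: one well per compound, no replicates.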
# M5 antag = CHRM5 antagonism in calcium assay; inhibition, % at 3 µM; hit rate 0.59% among 360,000; CHO-hM5 cells, Fluo-8 calcium fluorescence, ACh EC80; P08912; AID 624040;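 active means inhibition above a per-plate cutoff, the mean of that plate's test compounds plus 3 SD, cut at about 27% in these data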;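 further: 0% = acetylcholine EC80 with DMSO and 100% = DMSO without agonist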
# M4 ag = agonists of human muscarinic M4 receptor (CHRM4) | AID 624127 | hit rate 0.14% among 360,000 | activation, % at 3 µM | P08173 | CHO-K1 hM4/Gqi5, Fluo-8 calcium fluorescence; vehicle 0%, full acetylcholine response 100%;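 active means activation above the run mean over all test wells plus 3 SD, cut at about 32% in these data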;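 further: peak over basal fluorescence ratio per well then scaled between controls; 0% = DMSO wells and 100% = acetylcholine at EC100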
# Target sequence (P08173 whole entry, looked up): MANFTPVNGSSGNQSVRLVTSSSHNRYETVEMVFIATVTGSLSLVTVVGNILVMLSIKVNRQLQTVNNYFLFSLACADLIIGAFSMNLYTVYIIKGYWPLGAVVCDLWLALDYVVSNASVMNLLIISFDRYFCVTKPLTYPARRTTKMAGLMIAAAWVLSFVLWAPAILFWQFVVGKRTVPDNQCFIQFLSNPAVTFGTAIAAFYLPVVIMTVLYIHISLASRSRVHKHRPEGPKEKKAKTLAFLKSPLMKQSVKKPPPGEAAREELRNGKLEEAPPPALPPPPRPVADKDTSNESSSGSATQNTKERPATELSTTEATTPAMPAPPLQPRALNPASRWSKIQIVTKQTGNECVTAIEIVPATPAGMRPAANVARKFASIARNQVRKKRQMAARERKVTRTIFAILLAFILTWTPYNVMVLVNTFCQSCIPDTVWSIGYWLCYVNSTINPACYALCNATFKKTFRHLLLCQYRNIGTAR
# CRFR2-BP antag = antagonists of CRF-binding protein/CRF-R2 receptor complex; HEK293 CRF-R2/CRF-BP, CRF-induced calcium fluorescence; inhibition, % at 11.8 µM; hit rate 0.59% among 350,000; AID 588475;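 active means inhibition of the ligand-induced calcium signal above about 50% at the single tested concentration, limit read from the data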
# M4 antag = CHRM4 antagonism in calcium assay; CHO-hM4 cells, ACh EC80, Fluo-8 calcium fluorescence; hit rate 0.73% among 360,000; inhibition, % at 3 µM; AID 624125;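 active means inhibition above its plate's cutoff, the mean inhibition of sample wells plus 3 SD, cut at about 27% in these data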;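 further: 0% = acetylcholine EC80 with DMSO and 100% = DMSO without agonist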
# CHRM4 PAM = potentiates acetylcholine response at human M4 receptor. P08173. CHO-K1 hM4/Gqi5, Fluo-8 calcium fluorescence, ACh EC20; 0% = ACh EC20, 100% = maximal ACh. activation, % at 3 µM. hit rate 0.4% among 360,000. AID 624126;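 active means activation above its plate's cutoff, the mean activation of sample wells plus 3 SD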; further: some results filed as inactive read as strong as hits
# An asterisk follows results filed as active; . = no result given.
no.	M5 antag	CRFBP-R2 agonist	IDE cell inh	CHRM5 PAM	CRFR2-BP antag	M4 antag	CHRM4 PAM	M5 ag	M4 ag	SMILES
1	-4.1	.	.	-0.6	.	4.7	-2.1	0.0	3.2	COc1ccc(C(C)(NC(C)=O)c2nc(-c3cnc4ccccc4c3)cs2)cc1 (stereo unspecified)
2	5.7	-0.7	5.5	3.4	7.2	9.8	3.8	-6.6	0.3	O=C(Nc1ccc(Cl)cc1)C1CCCN1C(=O)NCc1ccccc1 (stereo unspecified)
3	2.0	.	.	-1.7	.	8.2	-8.1	-3.9	-0.3	CCNC(=O)C1(C)CCCN(Cc2ccccc2-c2ccccc2)C1 (stereo unspecified)
4	11.9	-1.9	7.3	-8.3	-17.2	-4.4	1.5	-6.1	0.5	CCC(C)[C@H](NC(=O)N1CC(=O)Nc2ccccc21)C(=O)NC(C)CCc1ccccc1 (stereo partly specified)
5	-2.2	-1.1	4.8	-11.9	18.1	-15.6	-13.3	-0.6	8.8	COc1ccc(-c2nc(CCNC(=O)c3ccc(Br)o3)cs2)cc1
6	0.5	-2.6	1.7	-3.2	-6.5	-4.0	5.2	-3.8	5.2	C=CCn1c(-c2ccccc2)nc2nc3ccccc3nc21
7	2.4	2.9	4.7	0.4	7.8	6.6	-5.2	-7.9	-0.6	Cc1ccc(CNC(=O)Cn2cccc2C(=O)c2ccccc2C)cc1
8	8.6	0.0	6.5	2.6	-4.3	0.5	-1.0	-0.7	5.0	COc1ccc(Cl)cc1C(=O)Nc1ccc(NC(=O)C(C)C)cc1
9	-1.6	0.1	-3.6	10.7	-3.8	6.8	-1.4	0.4	1.1	CC1CCCC(NC(=O)CN(C)CC(=O)Nc2ccc(F)cc2)C1C (stereo unspecified)
10	-4.4	-0.9	2.0	0.5	-7.0	-3.1	1.7	-3.5	6.4	CCN(CCn1cccn1)C(=O)c1cc(COc2ccc(F)c(F)c2)on1
11	-4.0	-0.4	-0.5	-0.5	11.2	0.3	3.1	0.7	3.1	CCOc1ccc(N2Cc3ncccc3C2=O)cc1
12	4.7	-0.5	-2.5	-2.0	3.4	-9.4	4.7	0.3	0.7	Cn1c(Cn2c(=O)sc3ccccc32)nnc1SCC(=O)N1CCc2ccccc21
13	-4.1	34.0	1.6	-7.4	-33.9	-5.4	1.4	3.3	3.6	COc1ccc(NC(=O)C(=O)NCCN2CCN(C(=O)c3ccc(C(C)(C)C)cc3)CC2)cc1
14	0.3	0.2	.	0.1	-7.3	-0.5	3.1	0.3	2.2	CCCn1c2ccccc2c2cnn(CC(=O)NCCCOC)c(=O)c21
15	8.9	1.1	-4.2	-10.4	-0.6	-3.7	2.7	-2.2	1.3	CCOc1ccc2ccccc2c1/C=N/NC(=O)CNC(=O)C(c1ccccc1)c1ccccc1

# Looked up above.
# CCN(CCn1cccn1)C(=O)c1cc(COc2ccc(F)c(F)c2)on1 @ M5 antag = -4.4
# COc1ccc(NC(=O)C(=O)NCCN2CCN(C(=O)c3ccc(C(C)(C)C)cc3)CC2)cc1 @ M5 ag = 3.3

# (list continues)
no.	M5 antag	CRFBP-R2 agonist	IDE cell inh	CHRM5 PAM	CRFR2-BP antag	M4 antag	CHRM4 PAM	M5 ag	M4 ag	SMILES
16	2.7	0.6	-4.1	-10.9	3.2	4.2	-10.7	-8.7	0.2	Nc1ccc(Oc2ccc3nc(-c4ccccc4)c(-c4ccc([N+](=O)[O-])cc4)nc3c2)cc1
17	3.6	-2.1	-5.0	-0.1	1.9	-11.3	2.8	3.6	8.4	COc1cccc(CNc2ccc3[nH]c(=O)[nH]c3c2)c1OCc1ccccc1F
18	9.7	-0.2	11.4	-3.7	-10.1	-9.0	-1.8	-2.2	6.2	COc1cc(Cl)c(C)cc1NC(=O)c1ccccc1NC(=O)CN1CCOCC1
19	4.3	-5.5	4.5	10.5	2.1	-4.4	10.8	-3.6	0.3	COC(=O)c1cccnc1NC(=S)NC(C)C
20	-1.8	-0.1	-6.6	2.5	-8.9	-12.1	-12.1	1.2	10.3	COc1ccc(C(C(=O)NC2CCCC2)N(Cc2ccco2)C(=O)c2snc(C(N)=O)c2N)cc1OC (stereo unspecified)
21	40.7*	0.8	7.1	-20.4	-7.1	69.7*	-21.9	-3.6	3.4	CCCCCCCCC[n+]1cccc2c3ccccc3ccc21
22	5.7	1.0	3.8	-6.1	-34.2	-0.6	-4.4	-3.2	7.2	O=C(Nc1cccc(Cl)c1)c1cc(S(=O)(=O)N2CCOCC2)cs1
23	9.5	0.7	-0.6	0.8	-17.6	0.8	-5.1	5.1	3.1	CNC(=O)CC1C(=O)N(C)C(=S)N1NC(=O)c1ccccc1 (stereo unspecified)
24	-5.2	1.0	-2.0	-5.1	-2.8	-4.3	-0.9	-4.2	0.2	O=C(O)C1(c2cccc(Cl)c2)CCC1
25	5.6	-1.2	3.6	3.9	7.8	3.1	-3.8	-4.2	2.0	CC(=O)NC(c1cc(Cl)c2ccccc2c1O)C(C)C (stereo unspecified)
26	2.9	-9.2	0.5	-2.5	-0.5	3.2	2.1	0.8	0.4	CCNC(=O)c1ccc(-n2nc(C)cc2-c2ccccc2)cc1
27	0.1	.	.	-0.7	.	-9.8	-3.6	-3.0	1.0	CCOC(=O)C1(C)CCCN(C(=O)c2ccc3snnc3c2)C1 (stereo unspecified)
28	0.5	.	.	-1.2	.	4.0	-3.3	-1.2	0.1	CCCCN(C)c1c(C)nc2ccc(C(=O)NCCCn3ccnc3)cn12
29	1.4	0.9	-0.8	-3.0	-7.7	-5.0	-7.3	-0.3	1.2	Cn1c(CNc2ccccc2O)nc2ccccc21
30	-5.7	2.5	1.4	-15.1	-9.2	4.5	-0.8	3.4	1.7	CCc1ccc(S(=O)(=O)Nc2ccc(O)c3c(=O)cc(-c4ccccc4Cl)oc23)cc1

# The closing 7 entries of the part before lead into the next.
no.	M5 antag	CRFBP-R2 agonist	IDE cell inh	CHRM5 PAM	CRFR2-BP antag	M4 antag	CHRM4 PAM	M5 ag	M4 ag	SMILES
24	-5.2	1.0	-2.0	-5.1	-2.8	-4.3	-0.9	-4.2	0.2	O=C(O)C1(c2cccc(Cl)c2)CCC1
25	5.6	-1.2	3.6	3.9	7.8	3.1	-3.8	-4.2	2.0	CC(=O)NC(c1cc(Cl)c2ccccc2c1O)C(C)C (stereo unspecified)
26	2.9	-9.2	0.5	-2.5	-0.5	3.2	2.1	0.8	0.4	CCNC(=O)c1ccc(-n2nc(C)cc2-c2ccccc2)cc1
27	0.1	.	.	-0.7	.	-9.8	-3.6	-3.0	1.0	CCOC(=O)C1(C)CCCN(C(=O)c2ccc3snnc3c2)C1 (stereo unspecified)
28	0.5	.	.	-1.2	.	4.0	-3.3	-1.2	0.1	CCCCN(C)c1c(C)nc2ccc(C(=O)NCCCn3ccnc3)cn12
29	1.4	0.9	-0.8	-3.0	-7.7	-5.0	-7.3	-0.3	1.2	Cn1c(CNc2ccccc2O)nc2ccccc21
30	-5.7	2.5	1.4	-15.1	-9.2	4.5	-0.8	3.4	1.7	CCc1ccc(S(=O)(=O)Nc2ccc(O)c3c(=O)cc(-c4ccccc4Cl)oc23)cc1
31	9.2	1.0	0.5	-4.7	-24.4	-3.9	-2.9	-4.0	1.9	O=C(c1cnn2c(C(F)(F)F)cc(-c3ccc(F)cc3)nc12)N1CCc2ccccc2C1
32	9.2	7.8	4.5	-1.8	1.7	9.1	-3.0	-0.3	0.6	COCCn1c(C)cc(C(=O)COc2cccnc2[N+](=O)[O-])c1C
33	12.3	5.1	10.3	-12.8	-0.8	8.7	-13.6	5.5	26.6	CCn1c(SCC(=O)N2CCN(c3ccccc3)CC2)nnc1-c1c[nH]c2ccccc12
34	-6.9	-1.1	2.8	-9.3	-63.5	-10.0	4.9	12.6	7.2	Nc1nc(N)c(N=O)c(OCC2CCCCC2)n1
35	11.0	2.2	-8.3	-2.1	-41.6	-3.9	-4.6	-15.2	4.0	Cc1cc2c(cc1C)N(Cc1ccc(Cl)cc1)C1=NCCCN12
36	6.8	2.0	3.8	-5.1	-1.8	-2.9	-0.8	2.0	0.2	CC(C)(C)N(Cc1cc2ccccc2[nH]c1=O)C(=O)c1cccnc1
37	-7.4	4.1	4.4	5.8	-3.0	-15.5	4.4	-5.9	0.5	OC(COc1ccc(Cl)cc1)CN1CCCCC1 (stereo unspecified)
38	8.7	2.4	-5.7	3.4	-20.4	1.7	-3.1	2.7	0.2	Cc1cccc(N(C)C(=O)c2cc3c(=O)[nH]c4ccc(C)cc4c3s2)c1
39	1.0	-2.8	5.5	-3.0	1.8	-1.0	10.2	-2.4	1.6	O=C(CN1C(=O)c2ccccc2S1(=O)=O)NCCSCc1ccco1
40	-5.3	-0.8	0.4	4.0	5.9	7.1	-1.1	1.3	1.6	Cc1cc(C)n2c(SCc3ccc(C#N)cc3)nnc2n1
41	16.9	-2.0	0.2	-5.4	18.7	1.8	-1.8	-1.8	3.1	CSCC(=O)N1CCC(Oc2cccc(C(=O)NCc3ccccn3)c2)CC1
42	-5.1	-0.8	.	1.9	-6.1	3.1	-3.5	0.5	0.6	O=C(COc1ccccc1)Nc1c2c(nn1-c1ccc(F)cc1)CS(=O)C2 (stereo unspecified)
43	-0.9	-0.3	5.9	-8.8	1.9	1.0	-4.0	-6.0	0.4	Cc1ccc(Cn2ncn(-c3ccccc3)c2=O)cc1
44	7.0	1.1	-1.3	1.2	3.0	-8.3	-0.3	-1.2	0.3	Cn1c(N)c(Sc2ccc(F)cc2)c(=O)n(C)c1=O
45	19.5	-0.4	-2.4	-5.2	7.5	-6.6	-1.3	-3.8	1.4	CCN1CCN(c2cc(C)c3cc(NC(=O)CCC(=O)N4CCN(c5ccccc5OC)CC4)ccc3n2)CC1
46	5.7	1.0	14.2	-10.5	-2.9	-2.4	-4.5	3.4	8.3	O=C(c1ccco1)N1CCN(c2ncnc3c2oc2ccccc23)CC1
47	0.2	0.3	-2.2	6.7	-2.8	-9.8	6.4	0.1	1.4	CCOC(=O)c1ccc(N2CN=C3SCC(=O)N3C2)cc1
48	12.4	0.7	.	-4.2	-3.0	-0.4	0.0	-0.6	0.0	C[C@@H]1CN([C@@H](C)CO)C(=O)CCCn2cc(nn2)CO[C@H]1CN(C)C(=O)OCc1ccccc1

# High-throughput results (PubChem)
